CHT block – inhibitors of human choline transporter CHT. B-score at 10 µM. Q9GZV3. AID 488975. 0.86% of 310,000 active. CHT-expressing cells, membrane potential dye, choline response; hits give low values;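 active means B-score over 3 SD under the library average, and starting fluorescence ratio not unusually high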;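 further: choline stimulus applied at its EC90 after an EC20 pre-addition; B-score computed on integrated fluorescence ratio after choline addition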
Target sequence (Q9GZV3 whole entry, looked up): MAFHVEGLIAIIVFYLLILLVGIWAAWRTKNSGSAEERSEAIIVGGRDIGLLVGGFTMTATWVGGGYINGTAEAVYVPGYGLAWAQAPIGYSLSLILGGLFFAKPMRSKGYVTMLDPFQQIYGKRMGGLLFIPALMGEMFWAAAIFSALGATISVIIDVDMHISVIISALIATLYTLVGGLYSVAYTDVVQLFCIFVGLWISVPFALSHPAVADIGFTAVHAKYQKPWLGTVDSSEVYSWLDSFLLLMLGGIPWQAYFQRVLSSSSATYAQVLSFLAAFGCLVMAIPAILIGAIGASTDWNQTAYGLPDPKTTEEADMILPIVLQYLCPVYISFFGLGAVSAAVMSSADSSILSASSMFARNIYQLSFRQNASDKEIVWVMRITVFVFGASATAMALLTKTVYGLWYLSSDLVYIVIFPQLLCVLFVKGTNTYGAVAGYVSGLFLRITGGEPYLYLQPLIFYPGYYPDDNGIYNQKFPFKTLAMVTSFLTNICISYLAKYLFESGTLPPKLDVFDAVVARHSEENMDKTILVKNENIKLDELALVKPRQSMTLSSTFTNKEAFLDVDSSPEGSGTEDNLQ
KCNQ2 inh – KCNQ2 channel blockers in CHO-K1 cells – cell-based, FluxOR thallium flux, B-score, primary screen (AID 2156). B-score at 10 µM. 1.1% of 310,000 active. 20 min; hits give low values;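 active means fluorescence ratio B-score at most minus 3 library SDs, with starting brightness B-score within 2 library SDs, cut at about -5.5 in these data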
Kir21 inh – inhibitors of mouse Kir2.1 inward-rectifier potassium channel. AID 1672. HEK293-Kir2.1, FluxOR thallium flux fluorescence; hits give low values. 0.85% of 310,000 active. B-score at 10 µM;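 active means fluorescence ratio B-score at or below minus 3 SD of library scores, with starting-brightness B-score within 2 SD, cut at about -4.2 in these data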;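 further: channel flux triggered by added potassium and thallium sulfate stimulus; B-score of peak minus minimum fluorescence over baseline after thallium stimulus; more negative B-score means stronger Kir2.1 block with less thallium influx; some compounds called inactive have numbers as strong as hits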
Target sequence (P35561 whole entry, looked up): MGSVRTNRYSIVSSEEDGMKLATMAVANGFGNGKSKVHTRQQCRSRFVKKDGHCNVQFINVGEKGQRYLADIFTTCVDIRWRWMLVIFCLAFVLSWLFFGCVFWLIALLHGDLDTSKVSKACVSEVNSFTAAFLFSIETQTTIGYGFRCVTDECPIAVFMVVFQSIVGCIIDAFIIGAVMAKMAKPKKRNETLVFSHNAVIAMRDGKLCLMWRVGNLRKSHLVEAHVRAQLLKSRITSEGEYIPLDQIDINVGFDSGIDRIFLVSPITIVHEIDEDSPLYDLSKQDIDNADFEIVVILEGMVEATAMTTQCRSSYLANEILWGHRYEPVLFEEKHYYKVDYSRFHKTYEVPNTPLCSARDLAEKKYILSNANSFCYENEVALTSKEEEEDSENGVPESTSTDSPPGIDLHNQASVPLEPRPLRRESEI
The depositor's hits bear a star; i = inactive; x = no result given.

SMILES	CHT block	KCNQ2 inh	Kir21 inh
Cc1ccc(S(=O)(=O)N(CC(=O)Nc2cccc([N+](=O)[O-])c2)C(=O)N2CCN(C)CC2)cc1	x	i	-0.37
O=C(CS(=O)(=O)c1ccccc1)Nc1ncc([N+](=O)[O-])s1	i	i	0.07
COc1ccccc1-c1cc(C(=O)N/N=C/c2cccs2)c2ccccc2n1	i	i	-0.4
CCn1cc(SCC(=O)N2CCc3ccccc32)c2ccccc21	i	i	-0.76
C/C(=N\Nc1ccccc1[N+](=O)[O-])c1ccc(N2CCOCC2)cc1	i	i	2.05
CN(C)S(=O)(=O)c1cccc(NC(=O)CSc2cccc3cccnc23)c1	i	i	-6.38
Cc1ccc(CC2S/C(=N/c3ccccn3)NC2=O)cc1 (configuration not stated)	i	i	-0.34
CC(C)Cc1nc(SCc2cccnc2)c2c(=O)n(C)c(=O)n(C)c2n1	i	i	1.33
CCN(CC)S(=O)(=O)c1ccc(N2CCOCC2)c(NC(=O)CC(C)(C)C)c1	i	i	0.67
N#Cc1cc(C(=O)c2cc(Br)ccc2O)cn(C2CCCCC2)c1=O	i	i	0.46
CCOC(=O)C1(CCOc2ccccc2)CCN(Cc2cccc3nonc23)CC1	i	-6.16*	-2.94
Cc1ccc(C(=O)OCC(=O)N(C)c2ccccc2)c(C)c1	i	i	-0.01
COc1ccc(NC(=O)N2CCCC2C(=O)Nc2ccccc2)cc1 (configuration not stated)	i	i	-0.31
CCOc1ccc(/C=C2\SC(=S)N(NS(=O)(=O)c3ccccc3)C2=O)cc1OC	-5.82*	i	0.55
COc1ccc(SCc2noc(C(=O)NCC3CCCO3)c2C(=O)O)cc1 (configuration not stated)	i	i	-2.13
Cc1c(-c2nc(-c3ccc(C(C)(C)C)cc3)no2)n(C)oc1=O	i	i	0.59
COc1ccccc1OCCCC(=O)NCc1ccco1	i	i	0.05
Cc1ccc(-c2nnc(OCC3CCCO3)c3ccccc23)cc1 (configuration not stated)	-5.49*	i	-0.01
O=S(=O)(Cc1ccccc1)N1CCN(c2ccccc2)CC1	i	i	1.27
N/C(=N\OS(=O)(=O)c1ccc2ccccc2c1)c1ccncc1	i	i	-2.38
CCOc1ncccc1C(=O)OCC(=O)NC1CC1	i	i	-0.04
CN(C)C/C=C/C(O)(c1ccccc1)c1ccccc1	i	i	0.19
CC(=O)Nc1ccc(S(=O)(=O)NC(CC(=O)NCCCN2CCOCC2)C(C)C)cc1 (configuration not stated)	i	i	-0.54
O=C1NC(c2ccccc2)(C(F)(F)F)SC2=NCCCN12 (configuration not stated)	i	i	0.09
Nc1nc(Br)c2c(F)cccc2c1-c1ccc(Cl)cc1	i	i	-1.85

By substructure: the entries above with bromine.
SMILES	CHT block	KCNQ2 inh	Kir21 inh
N#Cc1cc(C(=O)c2cc(Br)ccc2O)cn(C2CCCCC2)c1=O	i	i	0.46
Nc1nc(Br)c2c(F)cccc2c1-c1ccc(Cl)cc1	i	i	-1.85

(next part)
SMILES	CHT block	KCNQ2 inh	Kir21 inh
CN(C)c1ccc(C(CNS(=O)(=O)c2ccc3ccccc3c2)N2CCOCC2)cc1 (configuration not stated)	i	i	-0.05
Nc1nc2ccccc2n1/N=C/c1ccc2c(c1)OCO2	i	i	0.16
Cc1ccnc(NS(=O)(=O)c2ccc(NC(=O)c3cc(-c4ccc(Br)cc4)nc4ccccc34)cc2)n1	i	i	2.1
N#CC1=C(SCC(=O)Nc2ccccc2)NC(=O)CC1c1ccco1 (configuration not stated)	i	i	0.13
Cc1c(NC(=O)/C(C#N)=C/c2ccccc2)c(=O)n(-c2ccccc2)n1C	i	i	0.51
CC(C)NCCOc1cccc(Br)c1	i	i	0.74
CC(C)N1CC2(c3ccccc3)CN(C(C)C)CC(c3ccccc3)(C1)C2=O	i	i	3.19
CN(C)CCn1c2c(c(SCC(=O)NCc3ccccc3)nc1=O)CCC2	i	i	-0.67
C=CCNC(=S)N1CCc2[nH]c3ccccc3c2C1	i	i	0.42
CC(C)CNC(=O)c1ccc(COc2ccc(Cl)cc2Cl)o1	i	i	-0.68
Cc1ccnc(NC(=O)/C=C/c2ccccc2[N+](=O)[O-])c1	i	i	0.51
O=C(CCC1CCCN(Cc2ccc3c(c2)OCCO3)C1)NCc1ccc(F)c(F)c1 (configuration not stated)	i	i	-3.8
CCN(CC(=O)Nc1ccc(NC(C)=O)cc1)c1ccc(C(F)(F)F)cn1	i	i	0.03
Cn1c(=O)[nH]c2nnc(-c3ccc(Cl)c(Cl)c3)nc2c1=O	-4.98*	i	1.12
COc1cccc(-c2cc3nc4c(c(N5CCC6(CC5)OCCO6)n3n2)CCC4)c1	i	-7.01*	-1.88
Cc1nc(SCC(=O)Nc2ccc(Cl)cc2[N+](=O)[O-])nc(C)c1C	i	i	-0.32
CC1CCCC(C)N1/N=C/c1ccc(C#N)cc1 (configuration not stated)	i	i	1.19
Cc1ccnc(NS(=O)(=O)c2ccc(-n3cccn3)cc2)c1	i	i	-0.3
CCN1CCN(Cc2ccc(NC(=O)c3cc(NC(=O)C4=NN(c5ccccc5)C(=O)C4)cc(OC)c3)cc2C(F)(F)F)CC1	i	i	1.62
CCC(=O)NC(=S)Nc1cccc(NC(=O)c2ccccc2)c1	i	i	2.39
Cc1ccc(-c2cnc3cc(C)nn3c2)cc1	i	i	-0.91
Cc1cc(C(=O)CN2CCCC2)c(C)n1-c1ccc(Cl)cc1	i	i	-0.6
CCOc1ccc(NS(=O)(=O)c2cc(C(=O)N3CCN(C(C)=O)CC3)ccc2Cl)cc1	i	i	-0.07
C/C(N)=C(/C#N)C(=O)COC(=O)COc1ccc(Cl)cc1C	i	i	0.64
COC(=O)c1ccc(COc2ccccc2/C=C(\C#N)C(=O)Nc2ccccc2C)cc1	i	i	-0.35
SMILES	CHT block	KCNQ2 inh	Kir21 inh
CCN(CC)CCCN=Cc1c(-c2ccccc2)[nH]n(-c2nc3ccccc3s2)c1=O	i	i	-1.71
O=C(CCn1c(=S)[nH]c2cc3c(cc2c1=O)OCO3)N1CCc2ccccc2C1	i	i	0.95
Cc1nn(-c2ccc(Cl)cc2)c(=O)c2ccccc12	i	i	-0.66
Cc1sc(NC(=O)CN2CCCC2)nc1-c1ccc2c(c1)CCN2C(=O)c1cccc(F)c1	i	i	-2.19
O=C(NC(NC1CCS(=O)(=O)C1)C(Cl)(Cl)Cl)c1cccc(Cl)c1 (configuration not stated)	i	i	-2.26
Cc1cc(C)c(OCCCCN(C)Cc2ccccc2)c(C)c1	i	i	-7.79*
COC(=O)Cc1c[nH]c2cccc(OCC(O)CN(Cc3ccc([N+](=O)[O-])cc3)C(C)(C)C)c12 (configuration not stated)	i	-8.54*	-1.44
COc1ccc(N(C(=O)c2ccco2)C(C(=O)NC2CCCC2)c2cccs2)cc1 (configuration not stated)	i	i	0.01
N#CC(=C=[N-])/C=C(\C(=O)c1ccccc1)[n+]1ccccc1	i	i	0.07
Cc1ccc(CNC(=O)c2ccc(CNS(=O)(=O)c3ccc4c(c3)C(C)(C)C(=O)N4C)cc2)o1	i	i	1.3
CN(C)C(=C(C#N)C#N)N1CCN(c2ccc(Cl)c(Cl)c2)CC1	i	i	-2.35
O=C(CCSc1ccc(Cl)cc1)Nc1cccnc1	i	i	-0.36
CCOC(=O)CSc1nnc(NC(=O)c2cccc([N+](=O)[O-])c2)s1	i	i	-0.09
O=C(c1cccs1)n1nc(NCc2ccccc2)nc1NCc1ccccc1	i	i	1.96
Cc1ccc(NC(=O)c2cc([N+](=O)[O-])ccc2N2CCOCC2)cc1S(=O)(=O)N1CCOCC1	i	i	0.44
O=C(O)C1C2C=CC(O2)C1C(=O)Nc1ccccc1C(F)(F)F (configuration not stated)	i	i	-0.27
Cc1n[nH]c(C)c1CNCc1c(C(=O)N2CCCCCCC2)nc2ccc(Cl)cn12	i	i	0.92
COc1ccc(C(C(=O)NC2CCCC2)N(CCC(C)C)C(=O)CCC(=O)Nc2cc(C)on2)cc1 (configuration not stated)	i	i	2.44
C=CCSc1nnc(-c2ccccc2NC(=O)CC)c(=O)[nH]1	i	i	0.62
C=CCN=C(NC#N)SCC(=O)c1cccc(OC)c1	i	i	-0.55
O=C(NCc1cccs1)c1ccc2ccccc2n1	i	i	-0.48
CCCOc1ccc(C(=O)N/N=C/c2c[nH]c3ccc(Br)cc23)cc1	i	i	1.28
CC(O)CNc1nc2c(c(=O)n(C)c(=O)n2C)n1CCc1ccccc1 (configuration not stated)	i	i	-0.1
CCn1c(CC(=O)Nc2ccc(F)cc2)nnc1SCC(=O)NC1=NCCS1	i	i	0.93
CCOc1ccc(CN2CCN(Cc3cnc(N4CCOCC4)s3)CC2CCO)cc1 (configuration not stated)	i	i	0.02
SMILES	CHT block	KCNQ2 inh	Kir21 inh
O=C(C1CCOCC1)N1CCCC(N2CCN(c3cccc(C(F)(F)F)c3)CC2)C1 (configuration not stated)	i	i	-1.02
COc1ccc(Cl)cc1NC(=O)NCC1CCN(C(=O)OC(C)(C)C)CC1	i	i	-0.75
C=CCOc1cccc(C(=O)/C=C2/C(=O)Nc3ccccc32)c1	i	i	-2.41
COC(=O)N/N=C\c1ccc(OC/C=C/c2ccccc2)cc1	i	i	0.06
CC(C)Cc1ccccc1O	i	i	1.63
COc1ccc(/C=N/n2c(N)nc(-c3ccccc3)c2-c2ccccc2)cc1	i	-7.02*	-1.5
O=C(O)CN1C(=O)/C(=C\c2cccc(OCc3ccc(Cl)cc3)c2)SC1=S	i	i	-1.1
N#Cc1c(N2CCCCC2)nc(N)c2c(N)nc(SCC(=O)O)cc12	i	i	-1.85
O=C(NC1CC1)C1CC(=O)N(c2ccccc2)C1 (configuration not stated)	i	i	-1.12
O=C1CSC(c2ccccc2)N1c1nc(-c2ccc(Cl)cc2Cl)cs1 (configuration not stated)	i	i	0.4
Nc1ccc(-c2nc3nc(N)nc(N)c3nc2-c2ccc(N)cc2)cc1	i	i	-0.77
O=C(O)c1ccc(NC(=O)c2ccc3c(c2)C(=O)N(c2ccccc2)C3=O)cc1	i	i	0.22
COc1ccccc1CNC(=O)CSc1nnc2c(n1)[nH]c1ccc(F)cc12	i	i	-0.34
CCOC(=O)Cn1c(CN2CCN(C(=O)c3ccco3)CC2)nc2c1c(=O)n(C)c(=O)n2C	i	i	-0.01
CCOC(=O)c1cnc(-c2ccccc2)nc1Oc1cccc(Cl)c1	i	i	-0.18
Cc1cc(=O)oc2cc(OCC(=O)OCC(=O)Nc3ccccc3Br)ccc12	i	i	-0.08
Cc1ccc(Nc2cc(=O)[nH]c(=O)[nH]2)cc1C	i	i	-1.9
CC(C)c1onc(C(=O)NCCc2ccccc2)c1[N+](=O)[O-]	i	i	0.11
Cc1nnc(SCC(=O)NCCc2ccccc2)s1	i	i	0.77
CN(C)c1ccc(P(=O)(Nc2ccc([N+](=O)[O-])cc2)N2CCOCC2)c(NC(=O)c2cccs2)c1 (configuration not stated)	i	i	0.16
O=c1[nH]c(=S)ccn1C1OC(CO)C(O)C1O (configuration not stated)	i	i	0.01
COC(=O)c1nnn(-c2nc(N3CCOCC3)nc(N3CCOCC3)n2)c1C	i	i	1.51
Cc1noc(/C=C/NCc2cccnc2)c1S(=O)(=O)N(C)CC(=O)N1CCc2ccccc21	i	i	0.97
COc1ccc(-c2csc3nc(-c4ccccc4OC)oc(=O)c23)cc1	i	i	0.36
COc1ccccc1N1N=C(c2ccc([N+](=O)[O-])cc2)CC1c1ccccc1 (configuration not stated)	i	-6.92*	-0.04

Five compounds drawn at random from those above, as already listed:
SMILES	CHT block	KCNQ2 inh	Kir21 inh
Cc1nnc(SCC(=O)NCCc2ccccc2)s1	i	i	0.77
CC(C)Cc1ccccc1O	i	i	1.63
COc1ccc(Cl)cc1NC(=O)NCC1CCN(C(=O)OC(C)(C)C)CC1	i	i	-0.75
C=CCOc1cccc(C(=O)/C=C2/C(=O)Nc3ccccc32)c1	i	i	-2.41
COc1ccc(-c2csc3nc(-c4ccccc4OC)oc(=O)c23)cc1	i	i	0.36

Following part.
SMILES	CHT block	KCNQ2 inh	Kir21 inh
COc1cc2c(cc1OC)CN(Cc1nc3ccsc3c(=O)[nH]1)CC2	i	i	0.48
Cc1cccc(NCc2ccccc2O)c1	i	i	-1.09
CC(=O)Nc1c(C(=O)O)oc2ccc(Cl)cc12	i	i	-0.27
O=C(Nc1nc2ccccc2[nH]1)c1cccc(Br)c1	i	i	-1.58
COc1ccc2c(=O)cc(C(F)(F)C(F)(F)F)oc2c1	i	i	0.01
COc1ccc(C(C(C(=O)c2cccs2)N2CCOCC2)N2CCOCC2)cc1OC (configuration not stated)	i	i	-1.12
O=C(c1ccc(N2CCOCC2)c([N+](=O)[O-])c1)N1CCCCC1	i	i	0.7
CCNS(=O)(=O)c1ccc(CCC(=O)O)cc1	i	i	1.1
CSc1ncccc1C(=O)Nc1nc2ccc(Oc3ccccc3)cc2s1	i	i	-0.63
COc1ccc(C(C(=O)NC2CCCCC2)N(C(=O)CCl)c2ccc(Cl)cc2)cc1 (configuration not stated)	i	i	-0.17
COc1cc(/C=C2/NC(=O)N(Cc3ccccc3F)C2=O)cc(OC)c1O	i	i	-0.31

Of the compounds above, four contain a tert-butyl group.
SMILES	CHT block	KCNQ2 inh	Kir21 inh
CCN(CC)S(=O)(=O)c1ccc(N2CCOCC2)c(NC(=O)CC(C)(C)C)c1	i	i	0.67
Cc1c(-c2nc(-c3ccc(C(C)(C)C)cc3)no2)n(C)oc1=O	i	i	0.59
COC(=O)Cc1c[nH]c2cccc(OCC(O)CN(Cc3ccc([N+](=O)[O-])cc3)C(C)(C)C)c12 (configuration not stated)	i	-8.54*	-1.44
COc1ccc(Cl)cc1NC(=O)NCC1CCN(C(=O)OC(C)(C)C)CC1	i	i	-0.75

From PubChem

Random draw from the library; about 2.6% have a hit in one of these screens.
